Screening data as filed in PubChem.
p97 inhibitor – inhibitors of human p97 ATPase | 0.42% of 220,000 active | inhibition, % at 8 µM | recombinant p97 ATPase, Kinase-Glo ATP luminescence, 3 h | AID 1481; in the data active = inhibition above about 15%;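 also: 0% = DMSO vehicle and 100% = wells lacking enzyme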
Runt-CBFb FRET – Runt domain-CBFb interaction inhibition. inhibition, % at 20 µM. AID 1496. Cerulean-Runt/Venus-CBFb FRET ratio 530/480, 1 h. Q01196+Q13951. 0.46% of 220,000 active;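 active = inhibition over about 50% at 20 µM in the single-dose screen, limit read from the data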;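 also: 0% = DMSO wells and 100% = excess unlabeled CBFb competitor control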
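Reagent – Venus-CBFb binding partner, 100 nM · Assay system – Cerulean-tagged RUNX1 Runt domain (FRET donor) fusion protein · Input – 100 nM per protein · Incubation – two 1 h room-temperature incubations shielded from light · Measured by – FRET fluorescence · Medium – Tris buffer pH 7.5 with salts and BSA · Benchmarks – unlabeled CBFb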
EBV gp42 block – inhibitors of Epstein-Barr virus glycoprotein 42; inhibition, % (tested at 21.74 µM); Fluorescence polarization binding assay, mP read-out; 0.42% of 220,000 active; in the data active = inhibition above about 50%
Target sequence (Q1HVG2 whole entry, looked up): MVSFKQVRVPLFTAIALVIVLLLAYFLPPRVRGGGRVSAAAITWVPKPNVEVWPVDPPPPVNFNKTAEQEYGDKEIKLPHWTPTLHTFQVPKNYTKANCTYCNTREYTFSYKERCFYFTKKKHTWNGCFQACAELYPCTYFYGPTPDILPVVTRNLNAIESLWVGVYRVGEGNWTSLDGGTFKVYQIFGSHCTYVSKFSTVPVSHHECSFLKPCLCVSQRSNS
m-calpain inh – calpain II (pig) inhibition. purified calpain II, fluorogenic peptide substrate, 30 min. inhibition, % at 16 µM. AID 1236. 0.37% of 220,000 active;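 active = inhibition above about 50%, limit read from the data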
Furin inh – human furin inhibition | purified furin, fluorogenic substrate cleavage | inhibition, % at 30 µM | 0.061% of 220,000 active | AID 463115; in the data active = inhibition above about 25%; also: inactives centre near -15
Target sequence (P09958 108-714 limits assumed): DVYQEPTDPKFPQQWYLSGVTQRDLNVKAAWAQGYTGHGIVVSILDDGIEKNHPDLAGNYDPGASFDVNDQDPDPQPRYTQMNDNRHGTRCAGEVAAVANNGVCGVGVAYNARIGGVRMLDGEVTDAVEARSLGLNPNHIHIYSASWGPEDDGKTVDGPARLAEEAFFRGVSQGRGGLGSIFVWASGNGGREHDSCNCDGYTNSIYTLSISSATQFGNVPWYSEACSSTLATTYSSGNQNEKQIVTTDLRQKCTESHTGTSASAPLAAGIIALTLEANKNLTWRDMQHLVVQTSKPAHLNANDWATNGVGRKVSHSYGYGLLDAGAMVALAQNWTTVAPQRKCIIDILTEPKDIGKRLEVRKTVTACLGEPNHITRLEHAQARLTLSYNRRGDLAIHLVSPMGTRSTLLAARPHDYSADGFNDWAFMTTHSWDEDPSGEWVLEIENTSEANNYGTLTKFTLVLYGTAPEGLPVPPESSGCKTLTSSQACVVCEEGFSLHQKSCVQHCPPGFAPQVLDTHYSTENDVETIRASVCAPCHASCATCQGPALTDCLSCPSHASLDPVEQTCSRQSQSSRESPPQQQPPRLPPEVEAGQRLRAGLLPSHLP
RBBP9 inhibitor – blocks human serine hydrolase RBBP9 | inhibition, % at 7.94 µM | O75884 | 0.2% of 220,000 active | recombinant RBBP9, FP-Rh probe fluorescence polarization;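 active = inhibition above the campaign mean of all tested compounds plus 3 SD, cut at about 14% in these data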;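 also: plate controls were DMSO wells with RBBP9 for no effect and wells lacking RBBP9 protein for full effect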
Target sequence (O75884 whole entry, looked up): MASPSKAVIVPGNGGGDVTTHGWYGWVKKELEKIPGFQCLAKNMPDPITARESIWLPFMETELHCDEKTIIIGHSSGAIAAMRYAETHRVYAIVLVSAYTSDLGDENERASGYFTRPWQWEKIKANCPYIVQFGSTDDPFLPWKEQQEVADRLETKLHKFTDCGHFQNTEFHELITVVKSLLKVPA
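Controls: DMSO-treated enzyme wells and wells lacking RBBP9 | Material: RBBP9 protein | Technique: Fluorescence polarization | Replication: Single well per compound, no replicates | Buffer or medium: Tris-NaCl-Pluronic buffer, pH 8.0 | Timing: 30 min compound preincubation, 45 min probe labeling, 25 °C | Read-out basis: Percent inhibition from mP, scaled between DMSO and no-protein wells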
Runt-SMMHC FRET – blocks binding of human RUNX1 Runt domain to CBFb-SMMHC | Q01196+Q13951 | Cerulean-Runt/Venus-CBFb-SMMHC FRET ratio 530/480, 1 h | inhibition, % at 20 µM | 0.74% of 220,000 active | AID 1434;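 active = mean inhibition across duplicate retests at 20 µM reaching about 50%, limit read from the data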;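 also: 0% = DMSO wells and 100% = wells with excess untagged CBFb-SMMHC; inhibitors lower the FRET ratio by blocking Runt binding to CBFb-SMMHC; some results filed as inactive read as strong as hits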
p47phox inh – blocks human p47phox regulatory protein of NADPH oxidases; inhibition, % at 24.7 µM; P14598; p47phox/p22phox peptide binding, fluorescence polarization, 2 h; 0.53% of 220,000 active;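 active = inhibition above about 30%, limit read from the data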;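 also: 0% = p47phox with labelled peptide and 100% = labelled peptide alone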
TbHK1 inh – blocks Trypanosoma brucei hexokinase 1 activity | AID 1430 | 0.11% of 220,000 active | recombinant TbHK1, G6PDH-coupled NADH A340 | inhibition, % at 10 µM;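 active = inhibition of 50% or more in the single-dose primary screen; inactive = inhibition below 50%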
An asterisk follows results filed as active; i = inactive; . = not tested or not shown; [ ] = another dose, or the depositor's remark. No enrichment for hits, and some 2.7% of all compounds hit somewhere here.

SMILES	p97 inhibitor	Runt-CBFb FRET	EBV gp42 block	m-calpain inh	Furin inh	RBBP9 inhibitor	Runt-SMMHC FRET	p47phox inh	TbHK1 inh
CC1(C)CC(=O)N(CC(=O)NCc2ccc(F)cc2)c2ccccc2S1(=O)=O	2	1	-12	-7	-31	-4	1	-1	-5
Cc1ccc2c(c1)-c1[nH]c(=S)ncc1CS2	4	43	-7	-14	-26	-8	34	-4	-2
CCOCC(=O)Nc1nnc(SCCOC)s1	3	1	-7	-4	-18	-9	1	-10	7
COc1nccnc1NS(=O)(=O)c1ccc(N=Cc2c(C)[nH]n(-c3ccc(C)c(C)c3)c2=O)cc1	-42	2	-21	-23	-3	-1	-2	-11	-31
NC(=O)CC(NC(=O)c1ccccc1)c1ccc(NCCc2ccc(Cl)cc2)c([N+](=O)[O-])c1 (centres undefined)	.	-10	-38	19	-9	.	-9	1	-7
CCc1ccc(-c2nc(CCl)cs2)cc1	4	1	-1	-1	-17	0	0	16	-3
Cc1ccc(C(=O)NC(C)c2ccccc2)o1 (centres undefined)	-3	2	-7	-8	-17[20 µM]	4	-2	-18	3
CC(C)(C)OC(=O)N1CCOCCOCCN(C(=O)OC(C)(C)C)CCOCC1	-4	-3	-14	7	-26	-4	0	-3	5
COc1cccc(OCC(O)CN2CCN(CCO)CC2)c1 (centres undefined)	0	0	-26	9	-19[20 µM]	0	-2	-5	1
Cc1nn(-c2cccc([N+](=O)[O-])c2)c(N)c1-c1ccccc1	8	0	-8	6	-11	-6	-2	2	-2

As entered above.
Value of CC1(C)CC(=O)N(CC(=O)NCc2ccc(F)cc2)c2ccccc2S1(=O)=O under m-calpain inh: -7
Value of COc1cccc(OCC(O)CN2CCN(CCO)CC2)c1 (centres undefined) under p97 inhibitor: 0
Value of Cc1ccc2c(c1)-c1[nH]c(=S)ncc1CS2 under Furin inh: -26

Further results:
SMILES	p97 inhibitor	Runt-CBFb FRET	EBV gp42 block	m-calpain inh	Furin inh	RBBP9 inhibitor	Runt-SMMHC FRET	p47phox inh	TbHK1 inh
CCCCCCN(C(=O)CCCCCN1C(=O)NC(c2ccc(C(C)(C)C)cc2)C(C(=O)OCc2ccccc2)=C1C)C(C(=O)NCCCC)c1ccc(OCC(=O)OC)c(C(=O)OC)c1 (centres undefined)	.	-14	-17	-10	-28	.	-6	-4	-4
CC(=O)Nc1ccc(-c2csc(Nc3ncccn3)n2)cc1	2	1	-13	-17	-23	-4	2	-43	-4
CCn1nc(C(=O)Nc2nc3ccc(C)cc3s2)c2ccccc2c1=O	-4	-2	-12	-51	-17[20 µM]	-10	2	-3	-24
Cc1ccc(C(=O)N/C(=C\c2cccs2)C(=O)NCCCn2ccnc2)cc1	8	0	-15	0	-9	-5	4	-8	-15
CC1CCC/C(=C(\C#N)c2nc(-c3cc4ccccc4oc3=O)cs2)C1 (centres undefined)	4	-1	-29	-32	-7	1	2	-66	-7
COc1ccc(N2C(=O)C3ON(C4SC(=S)N(C)C4(C)C)C(c4ccc(Cl)cc4)C3C2=O)cc1 (centres undefined)	-4	-2	7	-26	-7	-17	0	-10	-13
CCOC(=O)C1CCCN(C(=O)c2ccc(CS(=O)(=O)c3ccc(C)cc3)o2)C1 (centres undefined)	-8	5	-10	-42	-10	3	3	-6	5
COc1ccc(C(=O)NCc2nnc(SCC(=O)N3CCCc4ccccc43)o2)cc1OC	2	-1	2	29	-22	5	2	-3	-1
C/C(=N\NC(=O)CNc1cccc(Cl)c1C)c1cccs1	3	0	-3	-23	-28	-7	-6	0	-1
CCN1C(=O)C(C(=O)c2ccccc2)SC1=S (centres undefined)	6	22	5	-13	-19	-14	4	-14	-7
O=C(Nc1ccc(S(=O)(=O)N2CCc3ccccc32)cc1)c1ccc2c(c1)OCO2	2	1	6	-42	-19[20 µM]	-8	2	-15	10
Cc1cccc(Nc2c([N+](=O)[O-])cc(C(=O)N3CC(=O)Nc4ccccc43)cc2[N+](=O)[O-])c1	7	-4	1	-142	-11	1	0	10	-7
CC1(C)C(c2ccccc2)=NC(c2ccc(F)cc2)N1O (centres undefined)	4	-2	-5	6	-2	-1	5	-11	3
O=C(C1CCC(CNS(=O)(=O)c2cccc3cccnc23)CC1)N1CCc2ccccc21 (centres undefined)	0	4	-24	-18	-15	-5	0	-79	-10
Cc1ccc(S(=O)(=O)N2CCC(C(=O)OCc3ccc([N+](=O)[O-])cc3)CC2)cc1	1	-3	-4	6	-20	-4	-8	-8	4
CC(C)(C)C(O)(CC#CCN1CCCC1)c1ccccc1 (centres undefined)	6	-1	3	-31	-24	1	0	3	4
NNC(=O)C1CCCn2c1nc1sc3c(c1c2=O)CCCC3 (centres undefined)	-7	2	-14	-6	-15[20 µM]	-3	2	-11	-8
Cc1ccccc1NC(=O)/C=C/c1cccc(C(F)(F)F)c1	1	-1	-4	-5	-21[20 µM]	0	0	2	2
CCCSc1nnc(-c2ccccc2N)c(=O)[nH]1	4	-2	-6	10	-2	-7	-4	6	-4
CCOC(=O)c1ccc(NC(=O)C23CCC(C)(C(=O)O2)C3(C)C)cc1 (centres undefined)	2	-1	-7	-14	-17	-1	-3	-8	1
O=C1C(=C(O)c2ccccc2)C(=O)c2ccccc21	4	-1	-12	2	-15	-2	-4	-13	-35
N#Cc1ccc(C(=O)Nc2ccn(-c3ccccc3)n2)cc1	4	0	-19	-10	-11	-1	4	-9	-4
Cc1cccc(NC(=O)Cn2c(O)c(N=NC(N)=S)c3ccccc32)c1	12	5	-14	20	-12	-13	-12	1	-3
CC(=O)Nc1ccc(S(=O)(=O)Oc2cccc(N3C(=O)C4CCCCC4C3=O)c2)cc1 (centres undefined)	0	0	-21	11	-13	-5	10	0	2
Cc1nc2ccc(NC(=O)N(C(C)C)C(C)C)cc2s1	3	-3	-9	-29	-12[20 µM]	-2	-9	-1	-1
Cc1ccc(-c2nn3c(C)nnc3c3ccccc23)cc1S(=O)(=O)NC(C)c1ccccc1 (centres undefined)	6	-4	-10	-34	-25[20 µM]	-7	0	3	-5
COC(=O)c1ccccc1NC(=O)C/C(C)=N/NC(=O)CC#N	6	0	-23	-38	-28	2	-3	15	1
CC1(C)N=C(N)NC(Nc2cccc(Br)c2)=N1	4	0	-23	4	-20[20 µM]	7	-2	-3	-4
c1ccc(Oc2cccc(OCCCn3cncn3)c2)cc1	-1	0	-9	2	-11[20 µM]	4	-1	-8	-2
CCN1CCc2c(C#N)c(N3CCCCC3)nc(NCc3ccccc3)c2C1	2	17	2	-398	-7[20 µM]	-5	23	-7	-9

A second format for some results above:
Below each SMILES: p97 inhibitor | Runt-CBFb FRET | EBV gp42 block | m-calpain inh | Furin inh | RBBP9 inhibitor | Runt-SMMHC FRET | p47phox inh | TbHK1 inh
> COC(=O)c1ccccc1NC(=O)C/C(C)=N/NC(=O)CC#N
 : 6 | 0 | -23 | -38 | -28 | 2 | -3 | 15 | 1
> CC1(C)N=C(N)NC(Nc2cccc(Br)c2)=N1
 : 4 | 0 | -23 | 4 | -20[20 µM] | 7 | -2 | -3 | -4
> c1ccc(Oc2cccc(OCCCn3cncn3)c2)cc1
 : -1 | 0 | -9 | 2 | -11[20 µM] | 4 | -1 | -8 | -2

Continued.
SMILES	p97 inhibitor	Runt-CBFb FRET	EBV gp42 block	m-calpain inh	Furin inh	RBBP9 inhibitor	Runt-SMMHC FRET	p47phox inh	TbHK1 inh
Cc1ccc(NC(=O)c2ccc([N+](=O)[O-])o2)cc1C	5	0	-7	18	-11	-5	0	-4	-16
COc1ccc(-n2nnc3c(=O)n(Cc4ccccc4C)cnc32)cc1	-4	0	-17	17	-11	-6	-2	-7	-9
Cc1[nH]n(-c2ccc(Cl)cc2)c(=O)c1C(=O)c1ccccc1	2	-1	0	-10	-22	-8	0	-3	-13
Cn1c(=O)[nH]c(=O)c2c1nc(CN1CCN(c3ccccc3F)CC1)n2CC(N)=O	8	-3	5	1	-25	2	0	-11	-2
O=C1CCCCCN1CP(=O)(O)CN1CCCCCC1=O	2	1	-21	-7	-19	-9	-3	-16	-7
Cc1ccc2c(c1)N(CCC(=O)NC(C)C)C(=O)CO2	5	-2	-8	11	-27[20 µM]	-5	-30	-7	-10
CCOc1ccc(Nc2nc(Cc3nnc(SCC(=O)N(CC)CC)n3C)cs2)cc1	-3	-1	-14	-3	0[20 µM]	-8	2	1	5
Cc1ccccc1-n1ccnc1SCC(=O)O	7	0	3	-37	-16[20 µM]	0	-2	1	1
O=C(CSCc1ccccc1)Nc1nccs1	7	0	-23	-14	-21	0	1	-12	5
CSCCC(NC(=O)c1ccccc1)C(=O)NC1CC1 (centres undefined)	1	-5	-22	-22	-20[20 µM]	-4	-1	27	7
Cc1cccn2cc(-c3c[nH]c4ccccc34)nc12	0	2	21	i	-44	-5	4	-2	-6
CCCCN=Cc1sc2ccc(OCC)cc2c1O	-1	4	-7	-24	-17[20 µM]	-6	10	-8	-26
O=C(/C=C/c1ccccc1)Oc1cccc(C(=S)N2CCOCC2)c1	-3	-1	9	-11	-14	-6	-1	-13	-5
Cc1ccc(-c2nc3[nH]c(=O)cc(NC(=O)c4cccs4)n3n2)cc1	4	-5	-15	7	-24	-9	3	-43	-12
CCN(CCCNC(=O)Cn1cc2c(n1)CCCC2)c1cccc(C)c1	-2	0	-7	5	-2	-5	-2	-7	0
CC(C)(C#CC(O)(c1ccccc1)c1ccccc1)N1CCCC1	2	-1	-10	9	-7	4	-2	-4	-1
CC(C)=C1C2CCC1C(C(=O)Nc1sc(C)c(-c3ccc(C(C)C)cc3)c1C(N)=O)C2C(=O)O (centres undefined)	-4	-7	0	-3	-15	-8	-6	-3	3
CN(C)c1ccc(C=C2C(=O)OC(C)(C(C)(C)C)OC2=O)cc1 (centres undefined)	-3	-8	-192	-11	-12	-6	-2	-47	-6
CCOc1ccc(C(=O)N2CCC(C(=O)c3ccc4c(c3)OCCO4)CC2)cc1	2	-1	5	4	-12[20 µM]	-4	1	2	-8
O=C(Oc1c(-c2ccccc2)oc2ccccc2c1=O)c1ccccc1	2	-3	-5	-19	-20[20 µM]	-2	-39	5	3
CN(C)C(=O)c1cn(-c2ccccc2)nc1-c1cc2ccccc2oc1=O	3	1	9	-410	-25	2	-4	-9	-10
c1ccc2c(N3CCCCCC3)nc(-c3ccncc3)nc2c1	3	-2	15	22	-17[20 µM]	-5	0	-13	-24
Cc1ccc(C(=O)N(Cc2cccnc2)Cc2cc3cc(C)ccc3n3nnnc23)cc1	3	1	-5	11	-20	-4	-6	-7	-2
O=C(Nc1ccccc1)N1CCN(c2nc(-c3ccccc3)ns2)CC1	5	2	-6	3	-24	4	-2	-8	2
COc1ccc(Cn2nnnc2CN(Cc2cc3cc(C)ccc3[nH]c2=O)C2CCCC2)cc1	3	6	-8	7	-20[20 µM]	5	1	-14	-2
O=C(COC(=O)/C=C/c1ccc(F)cc1)Nc1cccc(S(=O)(=O)N2CCCC2)c1	10	-1	-19	-29	-10	-13	4	-62	1
COc1ccc(/C=N/Nc2cc(=O)n(C)c(=O)n2C)cc1OC	-2	1	-2	5	-4	-3	8	-9	-44
CC(=O)Nc1ccc(N=Cc2c(O)c(C(=O)Nc3ccccc3)cc3ccccc23)cc1	7	-52	136*	-181	-16	3	-70	-229	39
Cc1ccccc1NS(=O)(=O)c1ccc(OCC(=O)NCc2ccccn2)cc1	1	1	9	24	-20	-2	-2	-10	4
Cc1occc1-c1nnc(SCC(=O)NC2CCCC2)n1-c1ccccc1	12	-2	-6	23	-3[20 µM]	11	0	5	6
O=C(O)c1cn(-c2ccccc2)c(=O)c2ccccc12	4	0	4	-36	-17[20 µM]	-1	2	-3	-10
